Screening results (PubChem BioAssay)
SNCA expr inhib: inhibitors of alpha-synuclein (SNCA) gene expression; HEK-293 SNCA-luciferase knock-in, luminescence, 24 h; 140,000 compounds, 0.17% hits; AID 1671194; Potency, µM (highest dose often 57.2 µM), for inactives: top-dose activity change, negative = inhibition, actives largely listed as inhibitors;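 also: plate controls were DMSO cells for no effect and cell-free wells for full effect; nearly all actives have a fitted effect of over 45% in size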
SNCA viab count: cell viability loss counter-screen. Potency, µM (top dose mostly 57.1 µM), for the others: at the top dose activity change, negative = cytotoxicity, most hits filed as cytotoxic. 150,000 compounds, 0.12% hits. HEK-293-SNCA-luc viability, GF-AFC fluorescence, 24 h;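 also: 0% = DMSO-treated cells and -100% = medium-only wells without cells; nearly all actives have a fitted effect of over 30% in size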
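Cytotoxicity counterscreen: after 24 h compound treatment of genome-edited SNCA-luciferase HEK-293 cells, live-cell protease substrate GF-AFC read by fluorescence after 30 min; activity scaled between DMSO (0%) and medium-only (-100%), curves Hill-fitted.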
* = called active by the depositor; ? = inconclusive; [ ] = remark or other dose. Calls follow the shape of the dose curve; as a rule, active = well fitted curve in the direction sought with a large enough effect; inconclusive = small, poorly fitted or top-dose-only effect, or another doubt; inactive = no such curve, though single readings can be large; an effect the other way counts as inactive or inconclusive. Potency is read from the fitted curve at half-maximal effect. Not all compounds are listed; the hit share may differ from the screen's.

COc1cccc(-c2nccc(N(C)Cc3ccco3)n2)c1
  SNCA expr inhib: -25%; SNCA viab count: 16%
COc1ccccc1CNc1cc(-c2cccnc2)ncn1
  SNCA expr inhib: 6%; SNCA viab count: -5%
Cc1ccccc1-c1cc(N(C)C)ncn1
  SNCA expr inhib: -5%; SNCA viab count: -4%
CS(=O)(=O)N1CCC2(CCCN(Cc3cc(C(F)(F)F)cc(C(F)(F)F)c3)C2)CC1
  SNCA expr inhib: -11%; SNCA viab count: -10%
O=C(Nc1ccccc1)N1CC[C@@]2(CCCN(C(=O)c3csnn3)C2)C1
  SNCA expr inhib: -40%; SNCA viab count: 2%
O=C(c1cc(C(F)(F)F)cc(C(F)(F)F)c1)N1CCC2(CC1)CCN(c1ccccc1)CC2
  SNCA expr inhib: -4%; SNCA viab count: -10%
CS(=O)(=O)Nc1cccc(-c2cncnc2Nc2ccccc2)c1
  SNCA expr inhib: -16%; SNCA viab count: 2%
FC(F)(F)c1ccccc1-c1cncnc1NCc1cccs1
  SNCA expr inhib: 23%; SNCA viab count: -9%
O=C(c1ccncc1)N1CCC2(CCCN(Cc3nccs3)C2)CC1
  SNCA expr inhib: 6%; SNCA viab count: -5%
Cc1nc2cnc(N3CCN(C)CC3)nc2n(C[C@H]2CCCO2)c1=O
  SNCA expr inhib: -4%; SNCA viab count: -5%

Another view of part of the listing above:
compound | SNCA expr inhib | SNCA viab count
CS(=O)(=O)N1CCC2(CCCN(Cc3cc(C(F)(F)F)cc(C(F)(F)F)c3)C2)CC1 | -11% | -10%
O=C(Nc1ccccc1)N1CC[C@@]2(CCCN(C(=O)c3csnn3)C2)C1 | -40% | 2%
O=C(c1cc(C(F)(F)F)cc(C(F)(F)F)c1)N1CCC2(CC1)CCN(c1ccccc1)CC2 | -4% | -10%
CS(=O)(=O)Nc1cccc(-c2cncnc2Nc2ccccc2)c1 | -16% | 2%

(listing goes on)
O=C(Oc1ccccc1)N1CCC2(CCCN(c3ccc(-c4ccccc4)cc3)C2)CC1
  SNCA expr inhib: 18%; SNCA viab count: -3%
CS(=O)(=O)Nc1cccc(-c2cc(NCc3cccs3)ncn2)c1
  SNCA expr inhib: 1%; SNCA viab count: 4%
CC(=O)NCCNc1nc(-c2cccnc2)nc2ccccc12
  SNCA expr inhib: 18%; SNCA viab count: -5%
COc1ccc2[nH]cc(CCNc3ncncc3-c3ccccc3C(F)(F)F)c2c1
  SNCA expr inhib: -16%; SNCA viab count: -13%
COc1cccc(Nc2ncc3nc(C)c(=O)n(C4CC4)c3n2)c1
  SNCA expr inhib: 56%[activator]; SNCA viab count: 5%
O=C(Nc1ccccc1)N1CC[C@@]2(CCCN(C(=O)c3cc(C(F)(F)F)cc(C(F)(F)F)c3)C2)C1
  SNCA expr inhib: 9%; SNCA viab count: ?
O=C(c1ccncc1)N1CCC2(CC1)CN(c1ncccn1)C2
  SNCA expr inhib: -18%; SNCA viab count: 5%
CS(=O)(=O)Nc1cccc(-c2ccc3ncnc(NC4CC4)c3c2)c1
  SNCA expr inhib: 28%; SNCA viab count: -11%
CN(C)c1ccc(-c2nccc(NCc3cccs3)n2)cc1
  SNCA expr inhib: -36%; SNCA viab count: -20%
Cc1noc(C)c1C(=O)N1CCC2(CCCN(Cc3nccs3)C2)CC1
  SNCA expr inhib: 31%[activator]; SNCA viab count: -14%
COCCn1c(=O)c(CCc2ccccc2)nc2cnc(N(C)C)nc21
  SNCA expr inhib: 52%[activator]; SNCA viab count: -1%
CC(C)CN1CC[C@@]2(CCCN(C(=O)c3csnn3)C2)C1
  SNCA expr inhib: 1%; SNCA viab count: -10%

In the list so far, these have a CF3 group.
CS(=O)(=O)N1CCC2(CCCN(Cc3cc(C(F)(F)F)cc(C(F)(F)F)c3)C2)CC1
  SNCA expr inhib: -11%; SNCA viab count: -10%
O=C(c1cc(C(F)(F)F)cc(C(F)(F)F)c1)N1CCC2(CC1)CCN(c1ccccc1)CC2
  SNCA expr inhib: -4%; SNCA viab count: -10%
FC(F)(F)c1ccccc1-c1cncnc1NCc1cccs1
  SNCA expr inhib: 23%; SNCA viab count: -9%
COc1ccc2[nH]cc(CCNc3ncncc3-c3ccccc3C(F)(F)F)c2c1
  SNCA expr inhib: -16%; SNCA viab count: -13%
O=C(Nc1ccccc1)N1CC[C@@]2(CCCN(C(=O)c3cc(C(F)(F)F)cc(C(F)(F)F)c3)C2)C1
  SNCA expr inhib: 9%; SNCA viab count: ?
